Source: PubChem BioAssay (The Scripps Research Institute Molecular Screening Center)
FBW7 act: activators of human E3 ligase FBW7 | Q969H0 | AlphaScreen FBW7–phospho-cyclin E peptide binding, activator screen | normalized activity (activation), % at 26.1 µM | 650,000 tested, 0.13% active; in the data active means normalized activity above about 1.9%;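 further: purified mutant Fbw7 with reduced substrate affinity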
GPR151 activ: activators of human GPR151; Q8TDV0; PathHunter beta-arrestin GPR151 cells, luminescence; activation, % at 11.2 µM; AID 1508602; 650,000 tested, 1% active; in the data active means activation above about 4.9%;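 further: 0% = median of compound wells and 100% = cells with positive control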
Target sequence (Q8TDV0 whole entry, looked up): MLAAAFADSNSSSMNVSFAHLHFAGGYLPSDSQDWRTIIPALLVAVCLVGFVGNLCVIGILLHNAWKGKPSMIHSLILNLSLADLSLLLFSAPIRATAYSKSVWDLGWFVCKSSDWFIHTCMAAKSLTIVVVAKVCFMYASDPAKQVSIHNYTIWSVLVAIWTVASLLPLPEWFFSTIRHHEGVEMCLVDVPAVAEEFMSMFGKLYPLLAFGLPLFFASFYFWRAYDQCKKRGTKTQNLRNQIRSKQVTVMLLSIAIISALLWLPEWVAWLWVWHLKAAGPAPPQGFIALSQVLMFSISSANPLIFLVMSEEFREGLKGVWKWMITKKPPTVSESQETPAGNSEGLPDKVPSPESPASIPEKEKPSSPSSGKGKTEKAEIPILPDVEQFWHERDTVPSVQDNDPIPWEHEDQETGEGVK
MITF primary: inhibitors of human MITF; AlphaScreen MITF homodimerization, bead proximity signal; inhibition, % at 2.6 µM; 650,000 tested, 0.91% active; AID 1259374; in the data active means inhibition above about 50%;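 further: 0% = vehicle wells with protein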
Target sequence (O75030 whole entry, looked up): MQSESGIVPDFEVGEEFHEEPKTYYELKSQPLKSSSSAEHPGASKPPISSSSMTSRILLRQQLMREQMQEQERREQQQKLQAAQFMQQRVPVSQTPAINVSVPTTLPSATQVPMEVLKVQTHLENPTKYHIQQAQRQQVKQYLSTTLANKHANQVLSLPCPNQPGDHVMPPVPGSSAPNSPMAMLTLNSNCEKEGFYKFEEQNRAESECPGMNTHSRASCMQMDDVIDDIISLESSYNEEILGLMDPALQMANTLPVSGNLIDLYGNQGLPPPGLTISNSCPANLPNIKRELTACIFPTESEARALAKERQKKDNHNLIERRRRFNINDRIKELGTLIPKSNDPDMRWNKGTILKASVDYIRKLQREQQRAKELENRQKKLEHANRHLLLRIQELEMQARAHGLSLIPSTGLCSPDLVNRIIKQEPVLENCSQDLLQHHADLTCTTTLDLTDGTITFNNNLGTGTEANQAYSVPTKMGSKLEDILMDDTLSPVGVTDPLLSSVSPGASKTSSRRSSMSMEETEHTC
TEAD-YAP block: TEAD-YAP interaction inhibition | inhibition, % at 9.12 µM | 640,000 tested, 1.4% active | HEK-TIYL cells, TEAD-Gal4/YAP UAS-luciferase luminescence; in the data active means inhibition above about 32%;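 further: 0% = median of test compound wells and 100% = reference inhibitor wells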
An asterisk follows results filed as active.

The line under a structure holds: FBW7 act, GPR151 activ, MITF primary, TEAD-YAP block
- O=C(NC1CCCCCCC1)C1=COCCO1
  0.5, -1.5, 5, -8
- Cc1ccc2c(c1)N(CCC(=O)NCCN1CCOCC1)C(=O)CO2
  0.1, -0.1, -1, -4
- N#C/C(=C\c1cn(Cc2ccc(Cl)cc2)c2ccccc12)c1nc2ccccc2[nH]1
  0.1, -0.9, 9, 5
- CCCCC(=O)N(c1ccc(C(C)C)cc1)C1C=CS(=O)(=O)C1 (stereo not given)
  -0.1, 0.9, -5, 0
- O=C(CN1Cc2ccccc2OC(c2ccsc2)C1)NCc1nc(-c2ccccc2)n[nH]1 (stereo not given)
  0.0, 0.5, 2, 4
- CSc1nsc(NC(=O)Cc2n[nH]c(=O)c3ccccc23)n1
  -0.2, -1.3, -4, -4
- CNC(=O)/C(=C\c1ccc([N+](=O)[O-])cc1)NC(C)=O
  -0.1, -0.2, -5, -1
- CCOC(=O)c1sc(NC(=O)C(CC)Sc2nc3ccccc3[nH]2)nc1C (stereo not given)
  -0.2, 0.0, 5, -9
- CCN1/C(=C/C(=C(C#N)C#N)C(F)(F)F)C=Cc2ccccc21
  -0.3, 0.5, 8, 2
- CC(=O)Nc1cccc2c1C(=O)c1cccc(NC(C)=O)c1C2=O
  0.3, -1.1, -9, 3
- COc1ccc(NC(=O)Cn2c(=O)n(C(C)C)c(=O)c3oc4ccccc4c32)cc1OC
  -0.1, -0.1, -3, 4
- CC1CCCCN1Cc1cc(Cl)c2cccnc2c1O (stereo not given)
  -1.1, 0.6, 30, 73*
- CN(CCC1CCCCO1)C(=O)CCc1nnc(CCc2ccccc2)o1 (stereo not given)
  0.1, -1.4, -6, -30
- CCc1ccc(OCCCCCn2ccnc2)cc1
  -0.4, -0.3, 53*, 6
- COc1ccc(N2C(=O)C(F)(F)C2c2cccc(F)c2)cc1 (stereo not given)
  0.0, -1.4, -3, 0
- Cc1ccc(NC(=O)CC(NC2CCCCC2)C(=O)O)cc1Cl (stereo not given)
  0.0, -1.0, 2, 1
- Cc1ccccc1OCc1nnc(SCC(=O)Nc2ccc3nc(SCC(=O)Nc4ccccc4)sc3c2)n1C
  0.2, 2.1, 12, 17
- COc1cc(CNC(C)(C)CO)cc(Cl)c1OC
  -0.1, -0.7, 0, 3
- CCOc1ccccc1C(=O)Nn1c(Cc2cccs2)nc2ccccc2c1=O
  0.0, -0.3, 1, 0
- COCCCNc1nc2c(c(=O)[nH]c(=O)n2C)n1CCCc1ccccc1
  -0.1, -0.5, -4, -2
- CCOC(=O)COc1ccc(Br)cc1/C=C1/NC(=O)N(c2ccccc2)C1=O
  0.0, -0.4, 2, 0
- CC(C)NC(=O)COc1ncnc2ccccc12
  -0.2, -0.5, -8, 2
- O=C(O)c1ccccc1-c1ccccc1C(=O)Nc1cccc(-c2nc3ccccc3o2)c1
  -0.2, 1.4, -4, -8
- CCC(=O)N(CCC(c1ccccc1)C1CCOC(C)(C)C1)Cc1ccc(OC)cc1 (stereo not given)
  1.0, -0.9, 15, 3
- O=c1n(Cc2ccc(F)cc2)nc2c3ccccc3nc(C3CC3)n12
  0.3, 0.5, 18, -11
- CN1CCN(C(=O)c2ccc(-c3cc(C(=O)NC4CC4)ccn3)cc2)CC1
  -0.1, 0.4, -5, 1
- C/C(=N\NC(=O)C(F)(F)F)c1ccc(Cl)cc1Cl
  -0.3, 0.0, -1, -1
- CCn1c(C(=O)O)c(CNC2CCCCCC2)c2ccc(OC)cc21
  0.0, -1.0, 11, -2
- CCNc1nc2nc3ccc(C)cn3c(=O)c2cc1C(=O)NC1CCCC1
  0.0, 0.1, 0, -2
- CC1CCN(c2c(NCc3ccc(C(=O)NC4CCCCC4C)cc3)c(=O)c2=O)CC1 (stereo not given)
  0.0, -0.8, 6, 11
- CCC(C)NC(=O)CS(=O)Cc1nc(-c2ccccc2C)oc1C (stereo not given)
  0.3, -0.4, 9, 16
- O=C(Cc1cc(=O)[nH]c(=O)[nH]1)NCc1cccs1
  0.1, 3.4, 3, 1
- O=c1/c(=C\c2ccc(Br)cc2)sc2nc(-c3ccccc3)c(-c3ccccc3)n12
  0.1, 1.8, -1, -7
- COc1ccc(CCC(=O)N2CCN(c3ccc(OC)cc3)CC2)cc1
  -0.1, -0.2, 17, 7
- O=C(CN1CCCC1)Nc1ccccc1Cc1ccccc1
  0.0, 0.1, -5, -4
- O=C(O)/C=C/c1cccc(-c2cnc3ccc(NCc4ccco4)nn23)c1
  1.8, 1.3, 4, 1
- COc1ccc(NC(=O)Nc2cnn(Cc3ccc(Cl)cc3)c2)cc1
  -0.1, 0.2, 4, 11
- Cc1ncc(CO)c2cc(C(=O)Nc3ccc(Cl)cc3)c(=O)oc12
  -0.2, -0.2, -3, 0
- CCCCN(C)C(=O)CCC(=O)Nc1ccc2nc(N3CCOCC3)cc(C)c2c1
  0.1, 0.1, -14, -46
- CCCCn1c(CNC(=O)c2ccccc2F)nnc1SCC(=O)Nc1sc2c(c1C(=O)OCC)CCCCC2
  0.0, -1.0, -10, 2
- COc1ccc(SCCc2ccc3cc(-c4ccccc4)cn3c2)cc1
  0.1, 1.8, 1, 4
- CC(C)[C@H](NC(=O)c1ccco1)C(=O)OCC(=O)Nc1ccc(F)c(F)c1F
  -0.1, 1.9, -6, -10
- Nc1nc2c([nH]c(=S)n2[C@@H]2O[C@H](CO)[C@@H](O)[C@H]2O)c(=O)[nH]1
  -0.1, -0.1, -1, 3
- COc1ccc(NC(=O)C2=C(C)NC(=O)NC2c2ccc(OC)cc2OC)c(OC)c1 (stereo not given)
  -0.1, 1.1, 6, 2
- CCCCCOc1ccc(C(NC(C)=O)NC(C)=O)cc1OC
  0.3, -0.3, 10, -14
- CC(C)n1cnc2c(NCCOc3ccccc3)nc(Nc3ccccn3)nc21
  -0.1, 4.1, 2, 9
- CN(CCc1ccccn1)Cc1ccc([N+](=O)[O-])cc1
  -0.2, 0.3, 75*, -6
- OCc1ccccc1-c1cnn2c(NCc3cccs3)ccnc12
  -0.1, -0.9, -10, 63*
- Cn1c(N2CCN(C(=O)NC(c3ccccc3)c3ccccc3)CC2)nc2ccccc21
  -0.2, -0.4, 11, 9
- O=C(COC(=O)c1ccc(NC(=O)c2ccc([N+](=O)[O-])cc2)cc1)c1ccccc1
  -0.1, 1.2, -8, 3
- Cc1ccc(C)c(N(CC(=O)NCc2ccccc2C)S(C)(=O)=O)c1
  -0.1, 1.4, 1, -7
- Cc1oc2ccc(O)c(CN3CCOCC3)c2c1C(=O)c1ccc(Cl)cc1
  -0.1, 1.8, 10, 27
- CCOc1ccc(/C=N/NC=O)cc1OC
  -0.2, -1.0, -6, -2
- Nc1nnnn1/N=C\c1ccc(Cl)c([N+](=O)[O-])c1
  -0.3, -0.3, 11, 4
- COc1ccc(OCCn2cncn2)cc1
  -0.1, 1.8, 34, 2
- CCOC(=O)C(=O)Nc1nnc(C(F)(F)F)s1
  -0.4, 0.3, 46, 1
- Cn1c(-c2ccc3c(c2)OCO3)cnc1NCc1cc(Br)ccc1F
  0.5, -0.8, 49, -7
- Cc1ccccc1CSCC(=O)c1ccc[nH]1
  -0.1, 0.2, 4, -25
- CC1(c2ccc3c(c2)OCCO3)NC(=O)N(CC(=O)Nc2ccc(C(N)=O)cc2)C1=O (stereo not given)
  0.1, -0.6, 6, 1
- N#Cc1ccc(NC(=O)COC(=O)c2ccc(F)c(S(=O)(=O)N3CCOCC3)c2)cc1
  0.1, 1.6, 5, -3

Later entries
structure | FBW7 act | GPR151 activ | MITF primary | TEAD-YAP block
Cc1ccc(CNC(=O)CCc2nc3cccnc3n2-c2ccccc2)cc1 | 0.1 | 0.0 | -1 | 0
O=c1cc(NCC2CCCO2)[nH]c(=O)n1-c1ccc(Cl)cc1 (stereo not given) | 0.0 | 0.4 | -215 | 6
CCCS(=O)(=O)N1CCC(C(=O)N2CCOCC2)CC1 | -0.3 | 2.2 | -1 | -4
C#CC(C)(CC)NC(=O)c1ccc(F)cc1 (stereo not given) | 0.0 | 2.2 | -12 | 4
CC(C)NC(=O)c1noc2cc([N+](=O)[O-])ccc12 | 0.0 | 0.1 | 0 | -22
Cc1nc(N)c(C#N)c(-c2cccs2)c1C | -0.2 | 0.7 | -7 | 1
COc1ccc(S(=O)(=O)N(C)CC(N)=O)cc1Cl | -0.1 | 0.1 | 8 | -2
Cc1nc(NC(=O)c2ccc(Br)o2)sc1C | -0.2 | -6.1 | 4 | -44
Cc1ccc2c(c1)nnn2C1CCN(C(=O)c2ccccc2C)CC1 | -0.1 | 3.6 | -5 | 7
CCOC(=O)C1=C(C)N(c2ccc(OC)cc2)C(=O)/C1=C\c1ccc(C(=O)O)cc1 | -0.1 | -0.6 | -4 | 8
Cc1c(C(c2ccccc2)c2c(C)n(C)n(-c3ccccc3)c2=O)c(=O)n(-c2ccccc2)n1C | 0.1 | -0.5 | 2 | 12
O=S(=O)(c1ccc2ccccc2c1)N1CC=C(c2ccccc2)CC1 | 0.6 | -0.7 | 5 | 8
Cc1ccnc2nc(C(=O)OCC(=O)c3cc(F)ccc3F)nn12 | -0.1 | 0.5 | 0 | 9
Cc1csc(COc2ccc(C(=O)N3CCn4c3nc3ccccc34)cc2)n1 | -0.1 | 2.2 | -2 | 4
CCO/C=C1/C(=O)N(c2ccc(F)cc2Cl)C(=O)c2ccccc21 | -0.1 | 0.3 | -4 | 9
CCOC(=O)C1=C(C)N=c2s/c(=C/c3cc(Cl)ccc3O)c(=O)n2C1c1ccc2c(c1)OCO2 (stereo not given) | 0.6 | 0.8 | 15 | -1
COc1ccc(NC(=O)c2cnc(N3CCN(c4ncccn4)CC3)c3ccccc23)cc1Cl | 0.1 | 0.6 | 12 | 28
COc1ccc(CNCC(=O)N2CCC(Cc3ccccc3)CC2)cc1 | 0.1 | 1.6 | 14 | 4
CN(C)c1ccc(/C=C2/C(=O)N(C)c3ccccc32)cc1[N+](=O)[O-] | -0.4 | -2.1 | 14 | -11
Cn1c(SCc2ccccc2)nnc1C1CCCN1C(=O)Nc1ccccc1 (stereo not given) | -0.1 | -0.6 | 3 | -3
O=S(=O)(Nc1cccnc1)c1ccc(Cl)c2ccccc12 | 0.3 | -0.9 | 7 | 3
COc1ccc(C(=O)C[n+]2cnn(CC(=O)c3ccc(C)cc3)c2)cc1 | 0.0 | -0.5 | -28 | -9

Arranged by molecular weight (lowest first): part of the list above.
structure | FBW7 act | GPR151 activ | MITF primary | TEAD-YAP block
C#CC(C)(CC)NC(=O)c1ccc(F)cc1 (stereo not given) | 0.0 | 2.2 | -12 | 4
Cc1nc(N)c(C#N)c(-c2cccs2)c1C | -0.2 | 0.7 | -7 | 1
Cc1ccccc1CSCC(=O)c1ccc[nH]1 | -0.1 | 0.2 | 4 | -25
CC(C)NC(=O)c1noc2cc([N+](=O)[O-])ccc12 | 0.0 | 0.1 | 0 | -22
COc1ccc(S(=O)(=O)N(C)CC(N)=O)cc1Cl | -0.1 | 0.1 | 8 | -2
Cc1nc(NC(=O)c2ccc(Br)o2)sc1C | -0.2 | -6.1 | 4 | -44
O=S(=O)(Nc1cccnc1)c1ccc(Cl)c2ccccc12 | 0.3 | -0.9 | 7 | 3
O=c1cc(NCC2CCCO2)[nH]c(=O)n1-c1ccc(Cl)cc1 (stereo not given) | 0.0 | 0.4 | -215 | 6
CN(C)c1ccc(/C=C2/C(=O)N(C)c3ccccc32)cc1[N+](=O)[O-] | -0.4 | -2.1 | 14 | -11
Cc1ccnc2nc(C(=O)OCC(=O)c3cc(F)ccc3F)nn12 | -0.1 | 0.5 | 0 | 9
Cc1ccc2c(c1)nnn2C1CCN(C(=O)c2ccccc2C)CC1 | -0.1 | 3.6 | -5 | 7
CCO/C=C1/C(=O)N(c2ccc(F)cc2Cl)C(=O)c2ccccc21 | -0.1 | 0.3 | -4 | 9
O=S(=O)(c1ccc2ccccc2c1)N1CC=C(c2ccccc2)CC1 | 0.6 | -0.7 | 5 | 8
COc1ccc(C(=O)C[n+]2cnn(CC(=O)c3ccc(C)cc3)c2)cc1 | 0.0 | -0.5 | -28 | -9
Cc1ccc(CNC(=O)CCc2nc3cccnc3n2-c2ccccc2)cc1 | 0.1 | 0.0 | -1 | 0
Cc1csc(COc2ccc(C(=O)N3CCn4c3nc3ccccc34)cc2)n1 | -0.1 | 2.2 | -2 | 4
Cn1c(SCc2ccccc2)nnc1C1CCCN1C(=O)Nc1ccccc1 (stereo not given) | -0.1 | -0.6 | 3 | -3
Cn1c(-c2ccc3c(c2)OCO3)cnc1NCc1cc(Br)ccc1F | 0.5 | -0.8 | 49 | -7
CCOC(=O)C1=C(C)N(c2ccc(OC)cc2)C(=O)/C1=C\c1ccc(C(=O)O)cc1 | -0.1 | -0.6 | -4 | 8
CC1(c2ccc3c(c2)OCCO3)NC(=O)N(CC(=O)Nc2ccc(C(N)=O)cc2)C1=O (stereo not given) | 0.1 | -0.6 | 6 | 1
N#Cc1ccc(NC(=O)COC(=O)c2ccc(F)c(S(=O)(=O)N3CCOCC3)c2)cc1 | 0.1 | 1.6 | 5 | -3
Cc1c(C(c2ccccc2)c2c(C)n(C)n(-c3ccccc3)c2=O)c(=O)n(-c2ccccc2)n1C | 0.1 | -0.5 | 2 | 12
COc1ccc(NC(=O)c2cnc(N3CCN(c4ncccn4)CC3)c3ccccc23)cc1Cl | 0.1 | 0.6 | 12 | 28

Hits appear at their usual frequency; about 3.5% have a hit in one of these screens.
